Screens from PubChem BioAssay.
IL-1B inflam inh: inhibitors of inflammasome signaling (IL-1 beta secretion); THP-1 LPS/ATP IL-1B secretion, AlphaLISA, 16 h; hits give low values; activity change, % at 57.5 µM; 360,000 tested, 4.7% active; in the data active = activity change below about -50%; inconclusive = mostly about -30% to -49%; note: % is set by controls: 0 for no effect and ±100 for the full control effect
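THP-1 cells pretreated 1 hr with compounds (up to 57.5 uM final), then stimulated with LPS (250 ng/mL final) plus ATP (1.25 mM final); secreted IL-1B measured by AlphaLISA after 16 hr, decreased signal indicating inhibition.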
SW480 rerep: inducers of DNA re-replication in SW480 colon cancer cells; Potency, µM (doses to about 46.1 µM), for inactives: top-dose re-replication activation, actives largely listed as activators; AID 624297; SW480 DNA re-replication, Hoechst DNA content imaging, 48 h; 340,000 tested, 1.8% active; note: potency is the fitted concentration of half-maximal effect; % of control where 0% means no effect; nearly all actives have a fitted effect of over 55% in size
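250 cells/well; 23 nL cpd via pin tool; 48 hr, 37 C, 5% CO2; Hoechst 40 min; imager read of total nuclear intensity, ex 405/em 500-530 nm.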
HT1080 IDH1KD tx: HT-1080 IDH1 knockdown cell toxicity (counter line). HT-1080 IDH1 knockdown viability, ATP luminescence, 48 h. Potency, µM (titrated, usually from 46.1 µM), without a hit: top-dose activity, negative = toxicity, most hits filed as cytotoxic. AID 686971. 360,000 tested, 2% active;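 note: potency is the fitted concentration of half-maximal effect; 0% = DMSO wells and -100% = cell-free medium wells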
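Knockdown cells (IDH1KD HT-1080) received compounds 2 h after plating at 750 cells/well and were kept 48 h at 37 °C in 5% FBS RPMI. A CellTiter-Glo luminescence read gave % activity for curve fitting.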
ATXN2 expr inh: ATXN2 expression inhibition. HEK-293 ATXN2-luciferase reporter, luminescence, 24 h. Potency, µM (series often up to 57 µM), for inactives: at the highest dose activity change, negative = inhibition, hits mostly inhibitors. 360,000 tested, 0.72% active. AID 1745845; note: potency is the fitted concentration of half-maximal effect; % is set by controls: 0 for no effect and ±100 for the full control effect; nearly all actives have a fitted effect of over 55% in size
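qHTS (up to 57 uM final) was run with 24 h compound exposure of reporter cells at 37 °C. Each well was multiplexed: SteadyGlo luminescence measured ATXN2-luciferase expression after a fluorogenic Gly-Phe-AFC viability readout (25 uM final).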
MCF10A rerep: DNA re-replication induction in MCF 10a cells; MCF 10A DNA re-replication, Hoechst nuclear intensity, 48 h; Potency, µM (series often up to 46.1 µM), for inactives: at the top dose activity, positive = re-replication, most hits filed as activators; 350,000 tested, 2.9% active; AID 624296; note: potency is the fitted concentration of half-maximal effect; % of control where 0% means no effect; nearly all actives have a fitted effect of over 50% in size
S2 tox: cell viability loss in ATXN counter-screen; S2 cells (HEK-293 line with an ATXN2-luciferase reporter) viability, CellTiter-Fluor protease fluorescence, 24 h; Potency, µM (highest dose often 56.7 µM), actives largely listed as cytotoxic; 400,000 tested, 0.49% active; AID 651635; note: potency is the fitted concentration of half-maximal effect; nearly all actives have a fitted effect of over 40% in size
KB-3-1 cytotox: KB-3-1 parental cell cytotoxicity. KB-3-1 viability, CellTiter-Glo ATP luminescence, 72 h. Potency, µM (series often up to 46.1 µM), without a hit: top-dose activity change, negative = cytotoxic, actives largely listed as cytotoxic. 400,000 tested, 1.4% active; note: potency is the fitted concentration of half-maximal effect; % is set by controls: 0 for no effect and ±100 for the full control effect; nearly all actives have a fitted effect of over 60% in size
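Cells are dispensed, compounds pinned in, plates held at 37 °C for 72 h, then CellTiter-Glo is added and luminescence read after 10 minutes. Cell line: parental KB-3-1 in phenol-red-free DMEM, 10% FBS.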
HT1080NT lethal: kills 2HG-producing HT-1080-NT fibrosarcoma cells; HT-1080-NT fibrosarcoma viability, CellTiter-Glo ATP luminescence, 48 h; Potency, µM (doses to about 46.1 µM), for inactives: at the top dose activity, negative = less viability, actives largely listed as cytotoxic; 360,000 tested, 1.6% active; AID 686970;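 note: NT is the 2HG producing partner of a matched IDH1 knockdown line; potency is the fitted concentration of half-maximal effect; 0% = DMSO-treated cells and -100% = media-only wells without cells; nearly all actives have a fitted effect of over 55% in size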
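Viability of the 2HG-overproducing fibrosarcoma line after 48 hours of compound exposure at 37 degrees C was determined by luminescence with CellTiter-Glo, and concentration-effect curves were then fitted and categorized.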
HepG2 tox: counter-screen for TGF-b inhibitors: cytotoxicity in HepG2 cells | Potency, µM (titrated, usually from 46.1 µM), without a hit: top-dose activity change, negative = cytotoxicity, most hits filed as cytotoxic | AID 588856 | HepG2 CAGA-GFP viability, ATP luminescence, 18 h | 410,000 tested, 0.76% active; note: potency is the fitted concentration of half-maximal effect; some results filed as inactive show a strong effect at the top dose
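HepG2 CAGA-GFP cells (1000/well, DMEM with 1% FBS) received compound, then TGF-beta at 500 pg/mL final, and were incubated 18 hours at 37 degrees C. Viability was read by CellTiter-Glo luminescence. Media-only wells were set as complete cell-killing and DMSO as no toxicity.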
Active calls of the source: *; i = inactive; ? = inconclusive; · = not tested or not shown; [ ] = dose if it differs, or a comment. Unless noted, calls come from the whole dose curve; as a rule, active = well fitted curve in the direction sought with a large enough effect; inconclusive = small, poorly fitted or top-dose-only effect, or another doubt; inactive = no such curve, though single readings can be large; an effect the other way counts as inactive or inconclusive.

SMILES	IL-1B inflam inh	SW480 rerep	HT1080 IDH1KD tx	ATXN2 expr inh	MCF10A rerep	S2 tox	KB-3-1 cytotox	HT1080NT lethal	HepG2 tox
O=C(CN1C(=O)NC2(CCCCC2)C1=O)N1CCN(S(=O)(=O)c2ccc(F)cc2)CC1	3	-3%	12%	-2%	-3%	i	0%	-2%	6%
COc1ccc(C2Nc3ccccc3C(=O)N2NS(=O)(=O)c2ccccc2)cc1 (stereo unspecified)	2	2%	2%	30%	7%	i	0%	-4%	-1%
COCCN(C(=O)CSc1nc2ccccc2c(=O)n1CCOC)c1c(N)n(Cc2ccccc2)c(=O)[nH]c1=O	-5	-123%[inhibitor]	21%	2%	-28%	i	1%	0%	1%
Cc1c(C(=O)Nc2ccccc2)sc2nc3n(c(=O)c12)CCCCC3	-7	?	-3%	6%	?	i	9%	-8%	-19%
Cc1ccccc1NC(=O)c1c(C)oc2ccc(O)c(CN3CCCC(C)C3)c12 (stereo unspecified)	·	·	·	-32%	·	?	-11%	·	-34%
O=C(Nc1ccccc1Cl)[C@H](CSCc1ccccc1)N1Cc2ccccc2C1=O	·	·	·	-11%	·	?	0%	·	-38%
CCCOc1nc2c(c(=O)n(C)c(=O)n2C)n1CCC	24	-5%	9%	-11%	-3%	i	-15%	-1%	-10%
CC(C)CC1NC(=O)N(CC(=O)Nc2ccccc2-c2ccccc2)C1=O (stereo unspecified)	-13	4%	1%	-13%	0%	i	-14%	0%	8%
O=C(CC1NC(=O)NC1=O)Nc1ccccc1 (stereo unspecified)	0	-19%	5%	·	0%	·	-2%	14%	2%
Cc1cc(C)n(CC(=O)N2c3ccccc3Sc3ccccc32)n1	-7	1%[9.22 µM]	12%	0%	-2%	i	-11%	0%	10%
O=S(=O)(Nc1ccccc1N1CCOCC1)c1ccc(F)c(Cl)c1	35	-10%	-1%	-11%	-2%	i	6%	-16%	-3%
O=C(CC(=O)c1ccccc1)Nc1cccc([N+](=O)[O-])c1	-12	·	-21%	·	·	?	1%	-12%	-32%
CCc1ccccc1NC(=O)C1CCCC1	11	-4%	-2%	-10%	0%	i	0%	9%	-27%
C=CCN1CC(c2nc3ccccc3n2CCOc2ccccc2)CC1=O (stereo unspecified)	0	-6%	3%	-5%	-6%	i	-13%	0%	1%
CCCCN=C1SC(C(=O)Nc2sc3c(c2C(=O)OC)CCC3)C(N)=C1C(=O)N1CCOCC1 (stereo unspecified)	-11	354%	3%	-5%	21µM*	i	-9%	-11%	13%
Cc1onc(-c2ccccc2Cl)c1C(=O)N1CCCCC1C(=O)O (stereo unspecified)	-1	-1%	6%	-4%	16%	i	-2%	15%	-2%
COc1ccc(CCN(C)C(=O)CSc2nc3ccccc3c(=O)n2CC2CCCO2)cc1OC (stereo unspecified)	-5	-5%	-9%	-1%	14%	?	1%	-2%	-7%
O[C@H]1CN(CC2CCCCC2)[C@@H](c2ccc(Cl)cc2)C[C@@H]1n1cc(C2CC2)nn1	-15	·	?	?	·	·	?	?	11µM*
CCN1/C(=C2\C(=O)N(c3ccccc3)N=C2C)C=Cc2cc(C)ccc21	-18	8%	16%	-26%[11.3 µM]	-9%	i	-3%	23%	1%
CCC(=O)N1CCc2cc(S(=O)(=O)NC(CC(C)C)C(=O)Nc3cccc(C)c3C)ccc21 (stereo unspecified)	·	·	·	-12%	·	i	-6%	·	-18%
CCCC(=O)N(CCN1CCOCC1)c1nc2c(F)cc(F)cc2s1	0	?	-3%	19%	10%	i	0%	-6%	-15%
Cc1ccc(OCCSc2nc3ccccc3n2CC(=O)N2CCOCC2)cc1C	·	·	·	2%	·	i	2%	·	-2%
COC(=O)CN1C(=O)S/C(=C/c2cc(C)n(C)c2C)C1=O	-29	-3%	-4%	36%	0%	i	0%	-14%	-9%
CN(C)S(=O)(=O)c1cccc(-c2nnc(SCc3ccc4c(c3)OCCO4)o2)c1	-6	0%[9.22 µM]	-3%	5%	20%	i	-15%	-15%	-17%
CCOC(=O)C1=C(CC)Nc2ccccc2N=C1NC(=O)c1cc(S(=O)(=O)N2CCOCC2)ccc1C	?	-9%	-1%	4%	-4%	·	-3%	-2%	-1%
COc1ccc(NC(=O)c2ccc(-c3ccccc3Cl)o2)cc1	-3	-33%[inhibitor]	-14%	96%[activator]	6%	?	-2%	-7%	-17%
CC(CN1CCCCC1)OC(=O)c1ccccc1F (stereo unspecified)	-13	-1%	-10%	·	2%	?	3%	-6%	1%
CCCCCn1c(CN2CCCCC2C)nc2c1c(=O)n(C)c(=O)n2C (stereo unspecified)	22	-5%	-6%	-16%	?	i	-16%	-3%	0%
Cc1cc(NC(=O)c2ccccc2)ncc1NC(=O)c1cccs1	-10	-4%	-7%	·	0%	?	-2%	2%	-21%
O=C(NC(=S)Nc1ccccc1Br)C1CC1	27	-7%	-1%	32%	20%	i	4%	-1%	-22%

Shown with two lines to a compound: entries from further up.
Results follow in this order: IL-1B inflam inh, SW480 rerep, HT1080 IDH1KD tx, ATXN2 expr inh, MCF10A rerep, S2 tox, KB-3-1 cytotox, HT1080NT lethal, HepG2 tox
COc1ccc(CCN(C)C(=O)CSc2nc3ccccc3c(=O)n2CC2CCCO2)cc1OC (stereo unspecified)
  -5, -5%, -9%, -1%, 14%, ?, 1%, -2%, -7%
Cc1onc(-c2ccccc2Cl)c1C(=O)N1CCCCC1C(=O)O (stereo unspecified)
  -1, -1%, 6%, -4%, 16%, i, -2%, 15%, -2%
CCN1/C(=C2\C(=O)N(c3ccccc3)N=C2C)C=Cc2cc(C)ccc21
  -18, 8%, 16%, -26%[11.3 µM], -9%, i, -3%, 23%, 1%
Cc1ccc(OCCSc2nc3ccccc3n2CC(=O)N2CCOCC2)cc1C
  ·, ·, ·, 2%, ·, i, 2%, ·, -2%
CCOC(=O)C1=C(CC)Nc2ccccc2N=C1NC(=O)c1cc(S(=O)(=O)N2CCOCC2)ccc1C
  ?, -9%, -1%, 4%, -4%, ·, -3%, -2%, -1%
O=C(NC(=S)Nc1ccccc1Br)C1CC1
  27, -7%, -1%, 32%, 20%, i, 4%, -1%, -22%
CC(CN1CCCCC1)OC(=O)c1ccccc1F (stereo unspecified)
  -13, -1%, -10%, ·, 2%, ?, 3%, -6%, 1%

Later entries
SMILES	IL-1B inflam inh	SW480 rerep	HT1080 IDH1KD tx	ATXN2 expr inh	MCF10A rerep	S2 tox	KB-3-1 cytotox	HT1080NT lethal	HepG2 tox
CCCCn1nnnc1C(c1cc2ccccc2o1)N(CCC#N)Cc1ccccc1 (stereo unspecified)	-17	·	-11%	14%	·	i	?	-24%	·
Cc1noc(C)c1S(=O)(=O)N1CCCC(C(=O)Nc2cccnc2)C1 (stereo unspecified)	-2	-4%	13%	5%	9%	i	14%	8%	6%
CCOC(=O)C1=C(COC(=O)c2ncc(Cl)c(Cl)c2Cl)NC(=O)NC1C (stereo unspecified)	-20	3%	0%	-2%	1%	i	-6%	4%	5%
S=C1NCCOCCOCCOCCNC(=S)N2CCOCCOCCN1CCOCCOCC2	0	3%	-1%	1%	6%	i	5%	0%	-3%
CS(=O)(=O)c1nc(-c2ccc(F)cc2)cc(C(F)(F)F)n1	-103*	?	8.2µM*	?	3.7µM*	?	?	21µM*	11µM*
COc1ccc2oc(=N)c(C(=O)Nc3ccc(F)cc3)cc2c1	4	-7%	15%	38%	0%	i	-1%	2%	0%
CCc1cccc2c(C=C(C#N)C#N)cn(CC(=O)N3CCCC3)c12	-2	2%	7%	-2%	-1%	i	-5%	10%	-2%
CCn1c(C)[n+](CC)c2ccc(C(=O)N(C)c3ccccc3)cc21	0	-61%[inhibitor]	3%	·	-3%	i	2%	0%	4%
C(=NN=C(NN=Cc1cccs1)NN=Cc1cccs1)c1cccs1	-1	?	-26%	-30%	10%	i	?	?	-32%
CCCCNC(=O)CSc1nc(O)cc(=O)n1C1CCCC1	11	-5%	0%	-7%	-5%	i	0%	2%	10%
COc1cc(OC)c(/C=N/NC(=O)c2ccncc2)c(OC)c1	2	-46%[inhibitor]	-1%	-5%	6%	i	5%	3%	8%
O=C(O)c1cccc(N/N=C/c2ccc(-c3ccccc3)cc2)c1	30	3%	-3%	225%[activator][11.3 µM]	2%	i	8%	-24%	-27%
Cc1ccc(NC(=O)CCS(=O)(=O)c2cc3[nH]c(=O)c(=O)[nH]c3cc2C)cc1	17	-20%	10%	19%	-3%	i	0%	3%	-8%
CC(C)NC(=O)Cn1c(SCC(=O)N2c3ccccc3CC2C)nc2ccccc21 (stereo unspecified)	-16	-6%	-4%	-10%	-10%	i	0%	6%	-9%
Cn1cc([N+](=O)[O-])c(C(=O)n2cccn2)n1	-14	-3%	12%	7%	-2%	i	-1%	5%	0%
O=C(Nc1cccnc1)c1ccco1	-3	2%	?	3%	25%	i	-2%	-28%	-26%
CN(C)c1ccc(S(=O)(=O)NCC(=O)OCC(=O)NC(=O)C2CCCCC2)cc1[N+](=O)[O-]	8	11%	-7%	8%	6%	i	-2%	-4%	-5%
COC(CNC(=O)c1cnn2c(C)c(Cc3ccccc3)c(C)nc12)OC	?	0%	-9%	-8%	9%	i	33%	-2%	-12%
O=C(NCc1ccncc1)C1CCCN(S(=O)(=O)c2cc(Cl)ccc2Cl)C1 (stereo unspecified)	0	-597%[inhibitor]	-2%	-18%	16%	i	?	-20%	0%
CCC/C=C/c1ccc(CN2C(C)C(=O)N(Cc3cn(CCC4OCCCO4)nn3)CCS2(=O)=O)cc1 (stereo unspecified)	-24	·	-15%	-16%	·	i	-29%	-19%	-11%
